KOR beta-arrestin-1 = KOR agonists, beta-arrestin recruitment, primary screen, cell-based, luminescence, uHTS (AID 1777). KOR beta-arrestin recruitment, luminescence; higher % means a stronger effect. actives 0.02% (n = 280,000). activation, % at 10 µM, or EC50 in µM where a hit was titrated; in the data active = activation above about 50%, passing the limit was not always enough; note: a part of the inactive calls stands beside numbers as strong as those of hits
NOD2 inhibition = inhibition of NOD2-driven NF-kB reporter – cell-based, luminescence, uHTS, HEK293 (AID 1566) | HEK293 NOD2/NF-kB luciferase reporter, luminescence; higher % means a stronger effect | inhibition, % at 4 µM, or EC50 in µM where a hit was titrated | actives 0.63% (n = 290,000); note: many of its hits are not listed in these tables
NOD1 NF-kB reporter = NOD1 signaling inhibitors, primary screen, cell-based, luminescence, uHTS (AID 1578); inhibition, % at 4 µM; hits with a dose series show EC50 in µM; NOD1-driven NF-kB luciferase reporter cells, luminescence; higher % means a stronger effect; actives 1% (n = 290,000); in the data active = inhibition mostly above about 36%, no sharp cut-off; inactive = mostly below about 34%;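 note: HEK-293T reporter cells stimulated with the NOD1 agonist gamma-tri-DAP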
LYP inhibition = inhibitors of LYP phosphatase, biochemical, fluorescence intensity, uHTS (AID 1779). recombinant LYP phosphatase, fluorescence intensity; higher % means a stronger effect. actives 0.054% (n = 290,000). inhibition, % at 11.5 µM, or IC50 in µM where a hit was titrated;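 note: plate controls were vehicle with enzyme for no effect and no enzyme for full effect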
PMI inhibitors = MPI enzyme activity inhibition – biochemical, fluorescence intensity, coupled assay, primary screen (AID 1209); purified PMI enzyme, coupled fluorescence intensity; higher % means a stronger effect; inhibition, % at 20 µM, or IC50 in µM where a hit was titrated; actives 0.42% (n = 190,000);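 note: plate controls were DMSO vehicle for no effect and wells lacking substrate for full effect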
KOR beta-arrestin-2 = kappa opioid receptor blockers – cell-based, luminescence, uHTS (AID 1778). KOR beta-arrestin recruitment, luminescence, antagonist mode; higher % means a stronger effect. inhibition, % at 10 µM; hits with a dose series show IC50 in µM. actives 0.091% (n = 290,000); note: strong numbers were not always called active
XIAP displacement = XIAP antagonists, biochemical, IAP family, fluorescence polarization (AID 1018). XIAP BIR domain, fluorescence polarization peptide displacement; higher % means a stronger effect. one-dose displacement, % at 20 µM; IC50 in µM for titrated hits. actives 0.007% (n = 200,000); in the data active = displacement above about 50%; note: a part of the inactive calls stands beside numbers as strong as those of hits
human PMI inhibitors = MPI inhibition at elevated mannose 6-phosphate – biochemical, fluorescence intensity, high mannose 6-phosphate, primary screen (AID 1220). recombinant PMI enzyme, coupled fluorescence intensity; higher % means a stronger effect. inhibition, % at 20 µM, or IC50 in µM where a hit was titrated. actives 0.66% (n = 190,000)
TNAP activation fold = stimulation of alkaline phosphatase TNAP activity – biochemical, luminescent, no phosphate acceptor, uHTS, primary screen (AID 1001). purified TNAP, luminescent activation assay, no phosphate acceptor; higher activation fold means a stronger effect. one-dose activation fold at 20 µM; EC50 in µM for titrated hits. actives 0.03% (n = 200,000); in the data active = activation fold from about 3, or a potency from the dose series; inactive = the rest, 99 in 100 with activation fold below about 1.6; note: many of its hits are not listed in these tables
* = called active by the depositor; · = no result given; [ ] = another dose, or the depositor's remark. Cut-off read from the data, not from the text of the source, unless noted: active = inhibition above about 50%; inactive = the rest. The list is partial; count on the stated rates, not on these rows.

Preview:
SMILES | KOR beta-arrestin-1 | NOD2 inhibition | NOD1 NF-kB reporter | LYP inhibition | PMI inhibitors | KOR beta-arrestin-2 | XIAP displacement | human PMI inhibitors | TNAP activation fold
CCSc1nnc2ccc(-c3cccs3)nn12 | 0.2% | 4% | -40% | 4% | -8% | -16% | -0.2% | -4% | 1.1
CCc1ccccc1NC1=NCC(=O)N1C1CCCC1 | -3.4% | 8% | 5% | -5% | -10% | -42%[20 µM] | -2.4% | -21% | 1.1
Cc1cc(C(=O)OCC(=O)N2CCCC2)c2ccccc2n1 | -8.5% | 23% | 0% | -10% | -2% | -8% | -0.4% | 0% | 1.2
Cc1cccc(OCC(O)CN2CCN(c3ccccn3)CC2)c1C (stereo not given) | 2.3% | -2% | 0% | -11% | · | -14% | · | · | ·
O=C(CCCN1C(=O)c2ccccc2C1=O)N1CCC(c2ccccc2)C1 (stereo not given) | -4.7% | -8% | -10% | -3% | 4% | 7% | -4.6% | 6% | 1.2
CCOc1ccc(CCNC(=O)CSc2cc(=O)n(C)c3cc(Cl)ccc23)cc1OCC | 3.0% | 0% | -16% | -2% | 7% | 8% | -5.3% | 10% | 1.1

The whole of this part, previewed entries included:
SMILES | KOR beta-arrestin-1 | NOD2 inhibition | NOD1 NF-kB reporter | LYP inhibition | PMI inhibitors | KOR beta-arrestin-2 | XIAP displacement | human PMI inhibitors | TNAP activation fold
CCSc1nnc2ccc(-c3cccs3)nn12 | 0.2% | 4% | -40% | 4% | -8% | -16% | -0.2% | -4% | 1.1
CCc1ccccc1NC1=NCC(=O)N1C1CCCC1 | -3.4% | 8% | 5% | -5% | -10% | -42%[20 µM] | -2.4% | -21% | 1.1
Cc1cc(C(=O)OCC(=O)N2CCCC2)c2ccccc2n1 | -8.5% | 23% | 0% | -10% | -2% | -8% | -0.4% | 0% | 1.2
Cc1cccc(OCC(O)CN2CCN(c3ccccn3)CC2)c1C (stereo not given) | 2.3% | -2% | 0% | -11% | · | -14% | · | · | ·
O=C(CCCN1C(=O)c2ccccc2C1=O)N1CCC(c2ccccc2)C1 (stereo not given) | -4.7% | -8% | -10% | -3% | 4% | 7% | -4.6% | 6% | 1.2
CCOc1ccc(CCNC(=O)CSc2cc(=O)n(C)c3cc(Cl)ccc23)cc1OCC | 3.0% | 0% | -16% | -2% | 7% | 8% | -5.3% | 10% | 1.1
C(=N\Nc1nc(Nc2ccccc2)nc(N2CCCCC2)n1)/c1ccco1 | 2.1% | -16% | -22% | 1% | 16% | 2%[20 µM] | -4.3% | 18% | 1.2
CCn1cc(/C=C(\NC(=O)c2ccccc2OC)C(=O)NCCCn2ccnc2)c2ccccc21 | 3.2% | 19% | -12% | -6% | · | -23% | · | · | ·
O=c1c2ccccc2nc2ccccn12 | 0.8% | -12% | -32% | -13% | -24% | -15% | -2.2% | -18% | 1.1
Cc1cc(O)c(C2(O)C(=O)Nc3ccccc32)cc1C (stereo not given) | -0.7% | -3% | -17% | -10% | · | 10% | · | · | ·
Cc1cccc(CSCCNC(=O)CCSc2ccccc2)c1 | 3.0% | 11% | 26% | -3% | -7% | -4% | -12% | -10% | 1
COc1cccc(OCC(=O)NNC(=S)Nc2ccc(Cl)cc2Cl)c1 | 0.0% | 8% | 1% | 6% | 16% | -21% | -5.5% | 4% | 2.1
CC(=O)Nc1ccc(NC(=O)c2ccccc2S(=O)(=O)c2ccccc2[N+](=O)[O-])cc1 | 1.9% | 0% | -30% | -1% | -10% | -12% | 1.0% | -1% | 1.1
Cc1c(C(=O)N2CCN(CCc3ccccn3)CC2)oc2ccc(Cl)cc12 | -2.8% | -12% | -54% | -9% | · | -37% | · | · | ·
CNC(=O)c1cc2ncc(C(F)(F)F)cc2s1 | -5.8% | -16% | -16% | -6% | -8% | 4% | -4.6% | -8% | 1.1
COc1ccc(CCNC(=O)C2CCCN2C(=O)Nc2ccc(C)cc2)cc1OC (stereo not given) | 1.8% | 5% | -22% | -9% | · | -53%[20 µM] | · | · | ·
COC(=O)c1cc(NC(=O)C2CC=CCC2C(=O)O)cc(C(=O)OC)c1 (stereo not given) | -0.5% | 13% | -18% | 3% | 7% | 22% | -5.4% | 6% | 1.1
COc1cc2c(cc1OC)C(c1cc3cc(C)ccc3[nH]c1=O)N(C(=O)c1ccco1)CC2 (stereo not given) | 5.9% | 1% | -30% | -4% | · | -39% | · | · | ·
COC(=O)c1c(C)oc(C)c1S(=O)(=O)NCC1CC1 | 4.6% | 14% | 6% | -5% | · | 42% | · | · | ·
c1ccc2c(c1)[nH]c1c(N3CCOCC3)ncnc12 | -3.0% | 11% | 5% | 1% | 7% | 7% | -8.7% | 8% | 0.9
CC(C)C(NC(=S)Nc1ccccc1)C(=O)O (stereo not given) | 5.1% | -19% | 15% | -11% | -6% | 8% | -0.3% | -6% | 1.1
C/C(CC(=O)NC12CC3CC(CC(C3)C1)C2)=N\NC(=O)Cc1cccs1 | -0.8% | 17% | -8% | 0% | 15% | -13% | -2.6% | 5% | 1.1
CC(C)CC(OC(=O)c1ccco1)C(=O)NC1CCCCC1 (stereo not given) | -11% | -7% | 4% | -12% | 1% | -37% | -8.5% | 6% | 1
O=C1CC(c2ccco2)Cc2nc(Nc3nc(-c4ccccc4)c4ccccc4n3)ncc21 (stereo not given) | 9.4% | 13% | -24% | 0% | -12% | 29% | -5.0% | 0% | 1
CCC(=O)Nc1ccc(Oc2ccc3c(c2)C(=O)NC3=O)cc1 | 2.3% | 0% | -12% | -9% | 8% | 15% | -0.6% | 5% | 1.1

Carrying on:
SMILES | KOR beta-arrestin-1 | NOD2 inhibition | NOD1 NF-kB reporter | LYP inhibition | PMI inhibitors | KOR beta-arrestin-2 | XIAP displacement | human PMI inhibitors | TNAP activation fold
Cc1cc(C2C(C#N)=C(N)Oc3n[nH]c(C)c32)c(C)s1 (stereo not given) | 14% | 0% | 24% | -7% | 4% | -5% | -5.5% | 3% | 1
CCN(CC)S(=O)(=O)c1ccc(NC(=O)COC(=O)CN2C(=O)c3ccccc3C2=O)cc1 | -5.0% | 10% | -12% | -2% | 10% | -18% | -6.3% | 9% | 1
CCOC(=O)Cn1c2c(c(=N)c3ccccc31)CCC2 | -2.6% | 8% | -14% | 0% | 18% | 4% | -0.5% | 13% | 1.1
Cc1ccc(-n2c(-c3ccco3)n[nH]c2=S)cc1 | -2.8% | -14% | -37% | -5% | 1% | -23% | -3.2% | -2% | 1
CC1=CC(C)(C)N(C(=O)CNC2CCCCC2)c2cc(C)ccc21 | · | 1% | -23% | -4% | 8% | 2% | -5.7% | 2% | 1.1
CCCN1C(=O)/C(=N\OCC(=O)NC23CC4CC(CC(C4)C2)C3)c2ccccc21 | 1.1% | -3% | -27% | 4% | 8% | 2% | -2.1% | 2% | 1.2
Cc1ccc(C)c(C(C)NC(=O)Cc2cccs2)c1 (stereo not given) | 1.6% | -8% | -2% | -8% | · | -15% | · | · | ·
CCOc1cc(NC(=O)c2ccccn2)c(OCC)cc1NC(=O)c1ccc(Cl)cc1 | 4.0% | 1% | -10% | -6% | · | -9% | · | · | ·
CCCCS(=O)Cc1ccccc1 (stereo not given) | -0.6% | -2% | -20% | -8% | -2% | -12% | -1.5% | -6% | 1.1
Cc1cc(C)cc(N(CC(=O)NC2CCCCC2)C(=O)CNC(=O)c2ccco2)c1 | -4.0% | -5% | -19% | -6% | · | -7% | · | · | ·
CN(C)c1nc(C=C(C#N)C#N)c(Cl)n1-c1ccc(F)cc1 | -5.9% | 48% | 81%* | -2% | -14% | -66% | -0.4% | 7% | 1.1
Cc1ccc(-c2cc(C(=O)Nc3c(C#N)cnn3C)no2)cc1 | 0.8% | -26% | -43% | -6% | 10% | 30% | -1.4% | 12% | 1.1
CCc1nc2c(n1O)CCc1nonc1-2 | 3.9% | 8% | 14% | 1% | 1% | 2% | -2.4% | 9% | 0.9
CCOc1cc(/C=C2/C(=N)N3C(=NC2=O)SN=C3S(=O)(=O)C(C)C)ccc1OC(=O)c1ccco1 | 4.6% | 12% | -21% | -5% | · | 25% | · | · | ·
C=CCNc1nnc(Cc2ccc(C(C)C)cc2)c(=O)[nH]1 | -1.1% | -17% | -8% | 0% | · | -22% | · | · | ·
CCC(c1nnnn1Cc1ccco1)N1CCN(C(=O)c2ccco2)CC1 (stereo not given) | 6.1% | 4% | -32% | -4% | -19% | -20% | -2.9% | -13% | 1
NS(=O)(=O)c1ccc(CCNc2ccccc2[N+](=O)[O-])cc1 | -3.3% | -10% | -37% | -7% | · | 8% | · | · | ·
COc1ccccc1CNC(=O)C1CCC1 | 2.4% | 8% | -5% | -7% | -6% | -3% | -4.0% | 6% | 1.1
Cc1cc(N2CCCC2)c(C)cc1C=O | 2.9% | 14% | -14% | 8% | 0% | 10% | -2.6% | -2% | 1
CCn1ccc(C(=O)Nc2ccc3c(c2)CCC3)n1 | -4.0% | -136% | 12% | 3% | · | 33% | · | · | ·
CC(C)(C)NC(=O)NC(=O)COC(=O)COc1ccc(Cl)cc1Cl | 0.5% | 7% | -25% | 5% | -3% | 14% | 0.7% | -5% | 1.1
CCc1nnc(NS(=O)(=O)c2ccc(Nc3ccc([N+](=O)[O-])c4nonc34)cc2)s1 | -11% | 14% | -18% | 2% | -5% | 47% | -7.0% | 29% | 0.6
COc1ccc(C2C(C(=O)NCc3ccccn3)c3cc(OC)c(OC)cc3C(=O)N2C)cc1 (stereo not given) | -0.2% | 5% | · | -2% | 10% | 4% | 0.4% | 6% | 1.1
O=C(CN1CCN(C2CCCCC2)CC1)c1c[nH]c2ccccc12 | -4.0% | 17% | 17% | -5% | 5% | 11% | -4.9% | -18% | 1.1
CCOC(=O)C(=O)N(CC)C1CCS(=O)(=O)C1 (stereo not given) | -1.1% | -18% | -8% | -2% | · | 12% | · | · | ·

The list continues:
SMILES | KOR beta-arrestin-1 | NOD2 inhibition | NOD1 NF-kB reporter | LYP inhibition | PMI inhibitors | KOR beta-arrestin-2 | XIAP displacement | human PMI inhibitors | TNAP activation fold
COc1ccc(NC(=O)CSc2nnc(C)n2C2CCCCC2)cc1 | -3.1% | 16% | -24% | -7% | · | -6% | · | · | ·
Cc1ccccc1NC(=O)C1CCCN(C(=O)Nc2ccc(F)cc2)C1 (stereo not given) | 3.8% | 5% | 21% | -2% | · | -19% | · | · | ·
O=C(c1ccc(Cl)c(Cl)c1)N1CCN(Cc2ccc3c(c2)OCO3)CC1 | -2.0% | 10% | -17% | -2% | · | -50%[20 µM] | · | · | ·
Cc1ccc(C)c(CSC2=NCCN2S(=O)(=O)c2ccccc2)c1 | 4.1% | 15% | 30% | -5% | · | -18% | · | · | ·
CC(C)(O)C#Cc1ccc(C(=O)NCCc2ccc(S(N)(=O)=O)cc2)cc1 | 4.2% | 13% | -1% | -4% | -18% | -30% | -7.0% | -5% | 1
Cn1nnnc1Sc1ncnc2scc(-c3ccc(F)cc3)c12 | -3.0% | -44% | 9% | -4% | -11% | 32% | 0.7% | -11% | 1
O=C(CN1C(=O)NC(Cc2ccccc2)C1=O)Nc1ccc(F)cc1 (stereo not given) | 1.1% | 7% | -14% | -5% | 6% | -3% | 0.3% | -1% | 1.2
CCOC(=O)CSc1nc(C)cc(Oc2ccc(=O)n(C)n2)n1 | 1.3% | 6% | -49% | 4% | -3% | 10% | -6.3% | -6% | 1
CCCC(C)C(=O)NCc1ccccc1OC (stereo not given) | · | 13% | 34% | 5% | -11% | -16% | -5.5% | -9% | 1
Nc1nc2ccccc2n1/N=C/c1ccc(-c2ccccc2)o1 | -3.5% | -30% | -54% | -4% | 5% | -5% | -4.3% | 9% | 1.1
